WRN helicase inh: WRN helicase (human) inhibition. Q14191. WRN helicase unwinding, fluorescent forked duplex, kinetic. AID 651768. actives 0.46% (n = 360,000). Potency, µM (titrated, usually from 114 µM), for the others: at the top dose activity change, negative = inhibition, actives largely listed as inhibitors; note: potency is the fitted concentration of half-maximal effect; % is set by controls: 0 for no effect and ±100 for the full control effect; nearly all actives have a fitted effect of over 55% in size
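Kinetic fluorescence helicase assay: unwinding of a quenched forked DNA duplex (100 nM final) with 2 mM ATP final raises red fluorescence (525/598 nm). Compounds sat 15 min at room temperature with 20 nM WRN beforehand.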
EPAC1 antagonist: EPAC1 (human) antagonism; actives 0.14% (n = 360,000); O95398; EPAC1 GEF assay, Rap1b-BODIPY-GDP exchange fluorescence; Potency, µM (doses to about 115 µM), inactives show at the top dose activity change, negative = inhibition, most hits filed as inhibitors;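 note: potency is the fitted concentration of half-maximal effect; plate controls were vehicle for no effect and positive control for full effect; nearly all actives have a fitted effect of over 50% in size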
aSyn rescue: rescues yeast growth from alpha-synuclein toxicity; Yeast expressing alpha-synuclein, growth rescue, BacTiter-Glo, 24 h; Potency, µM (titrated, usually from 46.1 µM), inactives show top-dose growth rescue (activation), most hits filed as activators; actives 0.14% (n = 370,000); AID 652106; note: potency is the fitted concentration of half-maximal effect; % of control where 0% means no effect; nearly all actives have a fitted effect of over 65% in size
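Rescue of yeast growth: cells expressing toxic alpha-synuclein, induced in galactose at OD600 0.02, incubated with compound 24 h at 30 C. ATP luminescence quantified growth; inhibitors of toxicity appear as activators.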
IL-2 act: activates IL-2 in a cell-based reporter assay | IL-2 activation reporter assay, cell-based qHTS; stimulated with anti-CD3/CD4/CD28 beads; in transgenic mouse T cells | activation, % (series mostly up to about 46 µM) | actives 0.065% (n = 360,000) | AID 652025; in the data active = activation above about 50%; inconclusive = mostly about 30% to 49%; note: 0% is about no effect
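Screening format: compound pinned onto unstimulated transgenic mouse T cells, 60 min incubation, then anti-CD3/anti-CD4/anti-CD28 bead stimulation for 18 hours at 37 degrees C, followed by EGFP and DsRed detection.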
FUS yeast rescue: FUS proteinopathy suppression in yeast | actives 0.24% (n = 390,000) | Potency, µM (highest dose often 76.6 µM), inactives show at the highest dose growth rescue (activation), most hits filed as activators | S. cerevisiae FUS-expressing, growth rescue, OD600, 24 h;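 note: potency is the fitted concentration of half-maximal effect; plate controls were DMSO vehicle for no effect and reference control for full effect; nearly all actives have a fitted effect of over 55% in size; some results filed as inactive show a strong effect at the top dose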
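Toxicity suppression screen in FUS-yeast. Cells induced with 2% galactose, starting OD 0.005, treated 24hr at 30C with compounds at multiple final concentrations; growth by OD600.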
PI5P4Ka inh: PI5P4K alpha (human) kinase inhibition; AID 652105; P48426; PI5P4Kalpha enzyme, ADP-Glo luminescence, 60 min; stronger effect = lower value; actives 1.2% (n = 330,000); max response, %; active = max response of -50% or lower; inconclusive = between -30% and -50%; inactive = -30% or higher; note: value at the top dose of about 77 µM; % is set by controls: 0 for no effect and ±100 for the full control effect
Target sequence (P48426 whole entry, looked up): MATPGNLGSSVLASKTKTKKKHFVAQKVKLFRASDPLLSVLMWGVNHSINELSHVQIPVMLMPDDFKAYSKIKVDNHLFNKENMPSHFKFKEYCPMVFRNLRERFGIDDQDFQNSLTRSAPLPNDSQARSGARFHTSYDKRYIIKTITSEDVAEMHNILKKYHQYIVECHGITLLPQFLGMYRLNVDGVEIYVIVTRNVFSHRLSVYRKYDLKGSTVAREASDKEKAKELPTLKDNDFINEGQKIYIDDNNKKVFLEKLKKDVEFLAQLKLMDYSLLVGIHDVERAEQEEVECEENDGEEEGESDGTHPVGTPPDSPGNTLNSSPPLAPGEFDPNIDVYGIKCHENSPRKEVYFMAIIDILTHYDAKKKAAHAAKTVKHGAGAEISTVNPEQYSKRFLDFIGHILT
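Enzyme plus substrate dispensed, test compounds pinned in, then ATP (5 microM final) added. After 60 min at RT, ADP-Glo reagent 1 for 45 min and reagent 2 for 30 min preceded luminescence imaging.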
PLK1 PBD inh: blocks phosphopeptide binding to human PLK1 polo-box domain. Potency, µM, for inactives: max response, negative = inhibition, most hits filed as inhibitors. AID 720504. actives 2.8% (n = 360,000). Plk1 PBD binding of FITC phosphopeptide, fluorescence polarization; note: potency is the fitted concentration of half-maximal effect; series mostly up to about 57 µM; % is set by controls: 0 for no effect and ±100 for the full control effect; nearly all actives have a fitted effect of over 65% in size
Target sequence (P53350 whole entry, looked up, the tested form may be a part): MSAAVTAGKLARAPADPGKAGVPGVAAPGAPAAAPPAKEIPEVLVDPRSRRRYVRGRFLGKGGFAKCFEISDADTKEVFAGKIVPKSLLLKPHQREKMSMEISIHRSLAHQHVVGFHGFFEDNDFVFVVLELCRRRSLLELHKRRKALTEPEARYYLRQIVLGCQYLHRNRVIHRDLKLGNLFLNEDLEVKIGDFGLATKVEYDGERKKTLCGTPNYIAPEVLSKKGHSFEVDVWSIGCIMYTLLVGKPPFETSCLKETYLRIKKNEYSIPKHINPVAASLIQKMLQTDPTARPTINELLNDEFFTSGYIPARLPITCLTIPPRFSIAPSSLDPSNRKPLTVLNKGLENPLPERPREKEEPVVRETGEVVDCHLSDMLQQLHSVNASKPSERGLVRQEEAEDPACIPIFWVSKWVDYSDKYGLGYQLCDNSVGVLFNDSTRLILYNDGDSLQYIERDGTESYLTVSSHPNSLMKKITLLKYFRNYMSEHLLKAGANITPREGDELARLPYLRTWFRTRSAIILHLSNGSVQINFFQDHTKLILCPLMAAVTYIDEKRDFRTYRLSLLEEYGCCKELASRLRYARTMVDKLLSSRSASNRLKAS
Abeta yeast res: restores growth of yeast expressing A-beta42 peptide; yeast expressing A-beta42, growth rescue, OD600, 48 h; response scale: 0% DMSO, 100% iron-clioquinol control; Potency, µM (titrated, usually from 46.1 µM), for the others: at the top dose growth rescue, most hits filed as activators; actives 0.063% (n = 410,000); note: potency is the fitted concentration of half-maximal effect; nearly all actives have a fitted effect of over 55% in size
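Growth rescue measured by 600 nm absorbance after 48 h yeast culture at 30 C with compound. Values normalized between DMSO and an equimolar ferric chloride plus clioquinol control.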
EPAC1 agonist: EPAC1 (human) agonism | O95398 | Potency, µM (doses to about 154 µM), for inactives: at the top dose activation, usual class: activators | actives 0.073% (n = 360,000) | EPAC1 agonist qHTS, biochemical assay; response scale: 100% = response to 6.5 mM cAMP | AID 720707; note: potency is the fitted concentration of half-maximal effect; nearly all actives have a fitted effect of over 60% in size
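Compounds were pinned as a concentration titration into mixtures of EPAC1 (100 nM), BODIPY-GDP-loaded Rap1B (250 nM) and GDP (50 uM). After 5 min at room temperature, fluorescence was followed for 30 min; activity was scaled to 6.5 mM cAMP.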
Active calls of the source: *; ? = inconclusive; nt = no result given; & = joins results of further samples; [ ] = another dose, or the depositor's remark. Unless noted, calls come from the whole dose curve; as a rule, active = well fitted curve in the direction sought with a large enough effect; inconclusive = small, poorly fitted or top-dose-only effect, or another doubt; inactive = no such curve, though single readings can be large; an effect the other way counts as inactive or inconclusive. The order is random; 4.1% or so of the library scored in one or more.

The line under a structure holds: WRN helicase inh	EPAC1 antagonist	aSyn rescue	IL-2 act	FUS yeast rescue	PI5P4Ka inh	PLK1 PBD inh	Abeta yeast res	EPAC1 agonist
- CCOCc1nnc(NC(=O)c2ccc(OC)cc2)s1
 : 6%	-11%	-3%	1.7	25%	1	-2%	7%	-2%
- CCOC(=O)C(c1ccccc1)C(Nc1ccccc1)c1ccccn1 (stereo not drawn)
 : -3%	2%	3%	0.5	17%	2	4%	-1%	2%
- COc1cccc2c1Oc1ncccc1N(C(=O)CCC(=O)NCc1ccc(F)cc1)C2
 : 2%	-10%	0%	-0.1	2%	16	-4%	-13%	-3%
- O=C(CCNS(=O)(=O)c1ccccc1)N1CCN(c2ccccc2)CC1
 : -5%	1%	13%	-0.5	11%	-5	0%	26%	2%
- CCc1nc2ccc(C(=O)N(CC)CCN(C)C)cn2c1N(C)C(=O)c1cccc(OC)c1
 : 1%	-8%	-4%	-0.3	-30%	-2	2%	-11%	2%
- NS(=O)(=O)c1ccc(N2CCN(C(=O)c3ccco3)CC2)nc1
 : -1%	-23%	10%	0.6	9%	-10	-2%	-7%	-10%
- NC(=O)CC(NC(=O)Cc1cccc2ccccc12)c1ccc(N2CCCCCCC2)c([N+](=O)[O-])c1 (stereo not drawn)
 : -1%	-1%	1%	-2.0	-5%	-4	0%	9%	-33%[inhibitor]
- C=CCn1c(=S)[nH]c2sc3c(c2c1=O)CCCC3
 : -4%	-18%	-14%	0.1	44%	?	?	3%	4%
- COc1cccc(C(C(=O)NC2CCCC2)N(C(=O)c2ccco2)c2ccc(-n3cnnn3)c(C)c2)c1OC (stereo not drawn)
 : -4%	-10%	-1%	-2.6	35%	-1	-5%	3%	-6%
- CC1CCC(NC(=O)COC(=O)C2CC3CCCC(C2)C3=O)CC1 (stereo not drawn)
 : 4%	17%	-1%	-5.3	4%	-6	-3%	3%	-3%
- O=[N+]([O-])c1ccc(S(=O)(=O)N2CCN(Cc3c[nH]c4ccccc34)CC2)cc1
 : -17%	-2%	3%	-2.6	25%	nt	-2%	4%	16%
- O=S(=O)(Nc1ncccn1)c1ccc(NC(=S)Nc2ccc(Cl)cc2)cc1
 : -1%	-11%	-25%	-0.3	-2%	4	?	30%	5%
- CCOc1cccc2cc(C(=O)Nc3nccs3)c(=O)oc12
 : -10%	-11%	5%	0.5	-11%	0	1%	18%	1%
- CCOc1ccc(-n2nc3ccc(NC(=O)CC)cc3n2)cc1
 : -7%	-17%	-7%	-0.7	9%	-8	?	11%	-10%
- Cc1ccc2nsnc2c1S(=O)(=O)N1CCCC1C(=O)O (stereo not drawn)
 : 6%	-27%	-2%	0.9	25%	2	-14%	-17%	12%
- O=C1CCC(C(=O)N2CCCCO2)CN1CCc1ccc(Cl)cc1 (stereo not drawn)
 : -12%	8%	1%	-2.1	nt	3	5%	-5%	-2%
- O=C(NC1CCCC1)C1CCN(S(=O)(=O)N2CCCCC2)CC1
 : 1%	-14%	5%	-1.1	-21%	3	0%	-13%	-13%
- O=C(NCCCn1ncc2ccccc21)c1cc(COc2c(F)cccc2F)on1
 : 0%	8%	12%	0.1	31%	1	-1%	-8%	8%
- CCOC(=O)[C@]12CCC=C1N(Cc1cccc3ccccc13)C(=O)[C@H](CC(=O)N1CCSCC1)C2
 : 3%	-11%	14%	-0.1	?	7	-1%	-5%	-8%
- C=C(C)Cn1c(=O)c(NC(=O)c2ccccc2)c2n(c1=S)CCC2
 : 4%[57.1 µM]	9%	3%	-2.2	17%	6	-4%	10%	0%
- CCCCn1c(N)c(N(CC(C)C)C(=O)CCNC(=O)c2ccc(Br)cc2)c(=O)[nH]c1=O
 : 2%	-13%	-7%	0.6	1%	3	-2%	4%	-3%
- Cc1cc(S(=O)(=O)N2CCOCC2)ccc1OCC(=O)Nc1ccccc1C(F)(F)F
 : -7%	-2%	2%	-0.1	-14%	10	2%	-9%	0%
- C[C@H](CO)N1C[C@H](C)[C@@H](CN(C)S(=O)(=O)c2ccc(F)cc2)Oc2ccc(NC(=O)C3CCCCC3)cc2C1=O
 : 5%	-20%	4%	0.0	?	-1	-4%	-8%	-5%
- COc1ccc(Cn2c(CCC(=O)Nc3ccc(C)c(C)c3)nc3cccnc32)cc1
 : -3%	-17%	5%	-3.3	14%&34%	8	-11%	-1%&2%	-6%
- CCN(CC)c1ccc(/C=N/n2c(-c3ccccc3Br)n[nH]c2=S)cc1
 : -33%	7%	-2%	0.4	15%	-10	-29%	6%	6%
- CCCN(CC#CC(O)(c1ccccc1)c1cccnc1)CCC (stereo not drawn)
 : -5%	2%	-3%	0.6	14%	-4	0%	6%	3%
- O=C(COc1ccc(F)cc1)N(Cc1cccs1)C1CCS(=O)(=O)C1 (stereo not drawn)
 : 1%	8%	-7%	0.8	-9%	0	-10%	-8%	2%
- COc1ccc(N(CC(=O)Nc2ccc(S(=O)(=O)N3CCOCC3)cc2)S(=O)(=O)c2ccc(F)cc2)cc1
 : -1%	-17%	?	-0.2	?	-3	?	-8%	-12%
- Cc1cccc(C(=O)NNC(=O)c2ccc(Br)cc2)c1
 : -3%	-25%	-3%	0.3	3%	-4	-3%	5%	-6%
- CCOC(=O)c1c(NC(=O)Cn2cnc([N+](=O)[O-])n2)sc2c1CCCC2
 : -26%[57.1 µM]	-21%	2%	0.0	20%	8	?	-5%	0%
- O=C(NCc1ccccn1)C1CCN(S(=O)(=O)N2CCCC2)CC1
 : 3%	9%	0%	2.4	9%	nt	-4%	3%	-1%
- Cc1ccc(C(=O)OCCc2c(C)[nH]n(-c3ccccc3)c2=O)cc1
 : -3%	-16%	0%	3.9	15%	0	?	-3%	5%
- Cc1cc(-c2cc(C(=O)O)c3ccccc3n2)c(C)s1
 : -8%	9%	7%	0.7	18%	0	3%	9%	1%
- COC(=O)CSc1nnc2n(-c3ccc(OC)cc3)c(=O)c3c4c(sc3n12)CCCCC4
 : -1%	-5%	4%	-0.4	38%	1	-9%	10%	4%
- COC(=O)c1[nH]c2ccc(C)cc2c1NC(=O)CN1CCCC(C)(C)C1
 : -6%	-27%	0%	-0.5	-7%	-1	-4%	19%	-2%
- Cc1[nH]c2ccc(F)cc2c(=O)c1SC(F)(F)C(F)C(F)(F)F (stereo not drawn)
 : 0%[57.1 µM]	-8%	2%	0.3	12%	6	-18%	3%	14%
- Cc1cc(C(=O)NCCC2=CCCCC2)no1
 : 2%	-4%	-6%	0.2	nt	11	2%	4%	-6%
- COC(=O)c1ccccc1Sc1snnc1C
 : 7%	10%	-8%	2.7	3%	-7	-7%	-9%	10%
- CC[C@H](C)[C@H](NC(=O)OCc1ccccc1)C(=O)OCC(=O)Nc1ccc(N2CCOCC2)cc1
 : 2%	0%	-3%	-4.6	33%	-1	1%	21%	1%
- COC(=O)C1C2CC3c4[nH]c5cc(OC)ccc5c4CCN3CC2CC(O)C1OC (stereo not drawn)
 : -5%	5%	0%	-0.5	4%	8	2%	-13%	-10%
- CCSc1ncc(Cl)c(C(=O)Nc2ccc(S(=O)(=O)Nc3ncccn3)cc2)n1
 : -4%	3%	2%	-3.9	-16%&4%	1	-6%	-5%&-17%	5%
- COc1ccc(S(=O)(=O)N2CCOCC2)cc1NC(=O)c1ccccc1C
 : 2%	-3%	-8%	-2.9	14%	0	-14%	3%	0%
- CS(=O)(=O)N1CCN(c2ccccc2NC(=O)c2ccc(Br)o2)CC1
 : -11%	-8%	-9%	2.9	45%	nt	-7%	-6%	9%
- COc1ccccc1NC(=O)CNC(=O)c1ccccc1C
 : 1%	4%	0%	-0.1	8%	nt	-5%	2%	2%
- COC(=O)N/N=C/c1cn(Cc2ccc(Cl)cc2Cl)c2ccccc12
 : -6%	-12%	14%	-4.4	nt	0	-4%	3%	-2%
- Cc1ccc(-c2nnc(SCC(=O)N(CC(C)C)c3c(N)n(Cc4ccccc4)c(=O)[nH]c3=O)n2N)cc1
 : -30%	-9%	-8%	-3.7	nt	-8	-12%	-7%	-7%
- COc1ccc(-c2csc(NC(=O)Cc3cccc4ccccc34)c2C(=O)O)cc1
 : -26%	-19%	-10%	-4.9	1%	-15	-28%	-14%	-3%
- CC(=O)Nc1ccc(N2CCCC(C)C2)c([N+](=O)[O-])c1 (stereo not drawn)
 : 3%	12%	0%	-0.7	11%	2	-3%	-17%	0%
- CCOc1ccc(NC(=O)Cn2nnc(C(=O)NCc3ccccc3OC)c2N)cc1
 : 12%[57.1 µM]	-6%	-7%	0.0	?	2	-13%	-3%	0%
- CC1(C(=O)NC2CCCCCCC2)CCC(=O)N1Cc1cccs1 (stereo not drawn)
 : 0%	7%	-6%	-1.3	3%	nt	-7%	-7%	0%
- Cc1nc(NC(=O)c2ccccc2)nc2cc3c(cc12)OCO3
 : 5%	-9%	0%	0.4	nt	-5	-6%	8%	2%
- COc1ccc(C(C#N)c2cnccn2)cc1OC (stereo not drawn)
 : 7%	-1%	5%	-1.9	5%	1	-9%	-8%	0%
- O=C(O)CSc1cnc2ccccc2n1
 : -3%	1%	-11%	-0.6	7%	0	-1%	4%	-12%

High-throughput results deposited in PubChem BioAssay by National Center for Advancing Translational Sciences (NCATS).
